hiPSC survival = enhancers of single-cell hiPSC survival, primary screen, ATPlite luminescence. 100% = ROCK inhibitor wells, 0% = DMSO. 0.044% of 360,000 active. survival enhancement, % at 20 µM. AID 602274, 2012; in the data active means survival enhancement above about 18%;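 further: cells exposed to compounds for 16 hours before the ATP read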
MITF TRPM1 inh = inhibitors of MITF-dependent TRPM1 promoter reporter, primary screen, cell-based, SK-MEL-5, single point, luciferase | inhibition, % at 12.5 µM | 0.83% of 330,000 active | SK-MEL-5 TRPM1 promoter luciferase, 24 h;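 active means mean inhibition across replicates of 60% or more, whatever share of single replicates reaches that level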; further: values of inactives mirror those of a sister screen read the other way
TRAIL sens C8 = viability loss with TRAIL in NB7+C8 cells, primary screen, TRAIL sensitizer project, cell-based, ATPlite luminescence | AID 624354, 2012 | 1% of 360,000 active | inhibition (viability loss, TRAIL sensitization), % at 10 µM;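 active means compounds causing at least 50% loss of cell viability in the single-dose screen, relative to plate controls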
NR2E3 ag-1 = NR2E3 agonists in two-hybrid cells, primary screen, cell-based, luminescence, CHO-S, Gal4-NCOR/VP16-NR2E3; Photoreceptor-specific nuclear receptor (Homo sapiens), Q9Y5X4; luciferase; inhibition of corepressor binding, % at 3.98 µM; 0.35% of 360,000 active; AID 602229, 2012;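 active means inhibition above the mean of all tested compounds plus 3 SD, cut at about 70% in these data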;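 further: 0% = DMSO with NR2E3 transfected cells and 100% = cells lacking NR2E3 construct; higher means lower luciferase signal from less NR2E3 corepressor binding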
Target sequence (Q9Y5X4 whole entry, looked up, the tested form may be a part): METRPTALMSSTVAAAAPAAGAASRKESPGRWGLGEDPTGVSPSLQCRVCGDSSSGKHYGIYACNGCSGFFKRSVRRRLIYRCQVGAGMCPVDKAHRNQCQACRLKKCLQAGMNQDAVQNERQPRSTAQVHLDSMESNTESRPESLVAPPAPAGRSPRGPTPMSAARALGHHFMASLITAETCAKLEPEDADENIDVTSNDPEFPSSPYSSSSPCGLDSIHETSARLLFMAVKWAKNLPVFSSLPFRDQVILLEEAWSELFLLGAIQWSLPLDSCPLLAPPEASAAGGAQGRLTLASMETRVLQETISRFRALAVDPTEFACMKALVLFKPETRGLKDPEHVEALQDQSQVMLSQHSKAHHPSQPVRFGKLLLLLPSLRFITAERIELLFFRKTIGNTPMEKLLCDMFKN
NR2E3 ag-2 = inhibitors of NR2E3-RetCOR corepressor binding, primary screen, NR2E3 agonist project, biochemical, TR-FRET, GST-NR2E3, biotin-RetCOR; Photoreceptor-specific nuclear receptor (Homo sapiens), Q9Y5X4; 1536-well; inhibition of corepressor binding, % at 4.78 µM; 0.12% of 320,000 active; AID 2300, 2010;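 active means percent inhibition above the cutoff of mean plus 3 SD of all tested compounds, set per screening campaign, cut at about 20% in these data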;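 further: 0% = DMSO wells and 100% = biotin wells as full block of FRET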
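System: GST-tagged NR2E3 plus biotinylated RetCOR corepressor; Buffer or medium: pH 7.5 Tris-based buffer; Probe or stimulus: RetCOR corepressor, biotinylated, 7 nM; Doses: compound at 4.8 µM, single dose; Schedule: 5 h incubation at 4 °C; Technique: time-resolved FRET; Evaluation: percent inhibition of TR-FRET ratio; Replication: one well per compound, singlicate testing.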
EBV LMP1 NFkB = EBV LMP1-driven NF-kappaB luciferase reporter inhibitors, primary screen, cell-based, luminescence, single point; LMP1-induced NF-kappaB luciferase reporter cells; inhibition, % at 12.5 µM; 0.69% of 350,000 active; in the data active means inhibition above about 41%;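 further: 0% = neutral control wells and 100% = reference inhibitor control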
Peg3 promoter = Peg3 promoter-driven luciferase inhibitors, primary screen, cell-based, HeLa, luciferase luminescence | HeLa PEG-Prom luciferase reporter, overnight | 1.7% of 360,000 active | inhibition, % at 20 µM;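 active means inhibition of at least 50% at 20 µM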
KKLEB tox = cytotoxicity in KKLEB CF airway cells, primary screen, cytotoxicity control for CF NF-kB inhibitor project, cell-based, uHTS, fluorescence assay plates; KKLEB CF airway cells viability, ATPlite luminescence, overnight; stronger effect = lower value; cells stimulated with P. aeruginosa culture filtrate; AID 602141, 2011; 0.36% of 360,000 active; activity change (cytotoxicity), % at 5 µM;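 active means corrected activity change at or below -50% at 5 µM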
HIF-2a block = HIF-2a reporter inhibitors, primary screen, luminescence, 786-0 RCC cells; 786-0 RCC cells HIF-2a reporter, luciferase luminescence, overnight; inhibition, % at 18.8 µM; 0.72% of 360,000 active; AID 624352, 2012;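 active means inhibition of the luminescence signal of 40% or more relative to plate controls, in a single-dose primary screen at 18.75 µM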
CF NFkB block = inhibitors of PAF-induced NF-kB signaling, primary screen, cell-based, GFP fluorescence, uHTS; KKLEB NF-kB-GFP reporter, GFP fluorescence overnight; inhibition, % at 5 µM; 0.86% of 360,000 active;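 active means at least 50% inhibition at 5 µM, scaled per plate between neutral and stimulator controls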;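 further: PAF is a Pseudomonas aeruginosa culture filtrate used as stimulus; plate controls were PAF-stimulated DMSO wells for no effect and unstimulated DMSO wells for full effect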
Shn3 3UTR inh = reduction of Shn3 3'UTR firefly luciferase signal, primary screen, Schnurri-3 inhibitor project, cell-based, Clone20 osteoblasts, set 2; 0.52% of 360,000 active; Clone20 osteoblast Shn3 3'UTR firefly luciferase, 24 h; inhibition, % at 12.5 µM;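 active means mean inhibition of at least 75% with every replicate also reaching 75%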;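 further: 0% = median of neutral control wells and 100% = pilot-screen positive control compound; some compounds past the cut are filed as inactive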
* marks the source's active call; other numbers are inactive results; / = not tested or not shown.

Every second line gives: hiPSC survival, MITF TRPM1 inh, TRAIL sens C8, NR2E3 ag-1, NR2E3 ag-2, EBV LMP1 NFkB, Peg3 promoter, KKLEB tox, HIF-2a block, CF NFkB block, Shn3 3UTR inh
- Cc1nc2ccc(NC(=O)c3cccs3)cc2s1
  0.9, -112, -12, -109, -3, -19, -254, -4, -253, 10, -112
- COc1cccc(C(C)NC(=S)NCc2ccc(Cl)cc2)c1 (stereo not given)
  -1.0, 2, -1, 7, -1, -1, -6, 1, 13, -5, -19
- O=S(=O)(c1ccc(SCCO)nc1)N1CCOCC1
  0.9, 5, -1, -23, 4, 2, 0, -6, 0, 14, -5
- CCOc1ccc(NCC2CCOC(C)(C)C2)cc1 (stereo not given)
  0.6, -3, 7, -3, -3, -1, 1, 0, -13, 10, -15
- Cc1ccccc1NC(=O)Cn1nc(-c2ccc(Cl)s2)ccc1=O
  1.1, -7, -11, 1, -4, -15, -5, -5, 13, 32, -21
- CCN1CCn2c3c(c4cc(Cl)ccc42)CCCC31 (stereo not given)
  0.9, -10, -4, -18, 2, 2, -16, -4, 4, -8, 0
- COc1ccc(CNC(=O)C2=CC(c3ccc(OC)c(OC)c3)=NS(=O)(=O)N2C)cc1
  1.1, 2, -16, -31, -2, 1, 15, 4, -5, -15, 0
- C/C(=N\Nc1nc(C)cc(C)n1)c1ccc(C)o1
  0.5, /, 17, -10, 0, /, -5, 8, -4, 16, -11
- CCC(CC)C(=O)OCC(=O)C1(O)CCC2C3CCC4=CC(=O)CCC4(C)C3C(O)CC21C (stereo not given)
  -0.5, -3, 3, -4, /, -3, -9, 14, 6, 64*, -4
- CC1(C)CC(=O)C(N=Nc2ccc(-c3ccccc3)cc2)=C(O)C1
  -0.4, -93, 5, -20, -5, -21, -172, 18, -125, -37, -32
- C1CN(c2nc3nonc3nc2N2C[C@H]3CC[C@H]2C3)CCS1
  -0.3, -6, 14, -12, -1, -3, 8, 10, 14, 16, -25
- COc1ccc(CN2CCN(c3nc4ccccc4s3)CC2)cc1
  -0.5, -23, 5, -55, /, -5, -216, 4, -180, -3, -10
- COc1ccc(C(O)c2nc(-c3ccc4ccccc4c3)cs2)cc1 (stereo not given)
  -2.2, /, 12, -75, /, /, -302, 9, -291, -34, -62
- COCCNC(=O)/C(C#N)=C/C=C/c1ccccc1[N+](=O)[O-]
  -0.8, 51, -12, 8, -4, -94, 53*, 0, 4, -36, 52
- Cc1ccc(/C=C/C(=O)Nc2nn[nH]n2)o1
  -2.1, -7, -16, 1, 1, 7, 7, 2, 13, -10, -30
- O=C(CN1C(=O)c2ccccc2C1=O)NCC1CCCO1 (stereo not given)
  -1.6, 4, -4, 1, 1, -1, 3, -3, 3, 3, -3
- Cc1c(Cl)cccc1N=C1NC(=O)CS1
  -0.6, /, 1, -4, /, -9, 12, -10, 14, -18, 18
- CCOC(=O)c1ccc[n+](CC(=O)Nc2ccccc2OC(F)F)c1
  -0.8, -8, -1, 3, 1, -2, 0, -14, 13, 6, -10
- CCC(C)CCCCNC1=NCCS1 (stereo not given)
  1.1, -10, -9, 3, -3, 1, 15, -10, 11, 12, 11
- Cc1cccc(CN2CCN(C3CN(CCc4ccccc4)S(=O)(=O)C3)CC2)c1 (stereo not given)
  -1.2, /, -9, 26, /, /, -2, -10, 22, 3, 10
- Cc1cc(NC(=O)CSc2nc(-c3ccc(F)cc3)cs2)no1
  -0.7, 0, -3, -5, 2, 0, 7, 8, 14, 0, 1
- Cc1cc(=O)[nH]c2c3ccccc3nn12
  1.7, -5, -1, -16, -2, 6, 13, -4, 2, -5, 7
- CCNC(=S)NNC(=O)CC(C)C
  0.3, 9, -1, -28, 3, 5, 4, 6, 19, -3, 17
- CCOC(=O)c1ccc(N/C=C/C(=O)C(C)(C)C)cc1
  -3.6, -56, 27, -38, -3, -25, -309, 3, -135, 4, -86
- CC(C)(C)NC(=O)CSc1nncn1NCc1ccccc1
  2.5, 0, -15, -21, 2, -3, -5, 3, 17, 0, -16
- CCOc1ccc(S(=O)(=O)Nc2cccc(C(=O)N(C)CC(=O)Nc3cccc(OC)c3)c2)cc1
  0.5, 5, -1, 7, 6, 4, 4, 10, 4, 0, 15
- Cn1nc(-c2ccccc2)cc1NC(=O)c1ccc(Cl)cc1
  1.4, -15, -4, -15, -2, 9, -58, 0, -78, 16, 1
- COc1ccc2nc(NC(=O)C34CC5CC(CC(NC(C)=O)(C5)C3)C4)sc2c1
  -0.3, -16, 4, -28, 4, 0, -167, -1, -157, -3, 8
- C[C@@H]1CN([C@@H](C)CO)C(=O)CCCn2nncc2CO[C@H]1CN(C)Cc1ccc(C(F)(F)F)cc1
  0.4, /, 12, -13, /, -1, -7, 3, 2, -14, -25
- CCOC(=O)c1cccnc1SCC(=O)N(CC)c1cccc(C)c1
  -2.6, 2, -7, -9, -1, -33, 17, 3, 21, 2, 2
- O=C(NC1CCCCCC1)C(=O)NC1CC1
  0.5, -4, 16, -33, 2, -10, -3, 6, -14, 0, -6
- COc1cc(CCCN2C(=S)NC[C@@H]2CCCCN)cc(OC)c1OC
  -2.9, 9, 6, 6, 2, 4, -227, 2, 10, -2, -16
- Cc1ccccc1C(=O)Nc1cccc(-c2ccc(N3CCOCC3)nn2)c1
  -0.6, -52, 38, -13, -2, -18, -279, 2, -212, -22, -72
- CC(C)CC1NC(=O)N(Cc2cc(=O)n3ccsc3n2)C1=O (stereo not given)
  -1.5, -9, -3, -7, -4, 5, 20, 1, 16, 11, 14
- O=C(CCc1c[nH]c2ccccc12)NC(Cc1c[nH]c2ccccc12)C(=O)O (stereo not given)
  1.6, 9, -8, -1, 1, -3, 12, 9, 19, -4, -20
- CN(CC(=O)Nc1ccccc1Br)C(=O)c1cc([N+](=O)[O-])ccc1N1CCOCC1
  0.1, -5, -12, -15, -3, 9, 12, -4, -6, -3, -5
- O=C(O)CCCCn1c(SCc2cc(=O)n3cc(Cl)ccc3n2)nc2ccsc2c1=O
  -0.8, 1, 4, 2, 0, 6, 24, -1, 16, -9, -15
- O=C(Cc1cccc(NC(=O)C2CCN(C(=O)C3CCCC3)CC2)c1)Nc1cccc(C(=O)N2CCCCC2)c1
  -0.6, 8, -3, -27, /, -14, -8, -6, 4, 2, 7
- O=C(CN(C1CCCCC1)S(=O)(=O)c1ccc(Br)cc1)NCc1cccnc1
  -0.8, -4, -5, -20, -2, 1, 14, -4, 10, -1, 5
- CCCC(=O)c1ccc(OCc2cn(CC(=O)c3ccc(O)cc3)nn2)cc1
  8.7, 4, 18, -6, /, -20, -11, 11, -30, 4, 19
- CC(C)NC(=O)C1CCN(C2CCN(C(=O)Cc3ccc4c(c3)OCO4)CC2)CC1
  4.4, 4, -1, 8, 5, -9, 10, 4, 15, 6, 19
- CN(C(=O)COC(=O)c1ccc(Cl)cc1N)C1CCCCC1
  0.0, -43, 1, -47, 0, -4, -185, 16, -224, -22, -29
- CC12CCCCC1C(C(N)=O)C(=O)O2 (stereo not given)
  1.9, -8, -6, 1, /, -9, 4, 22, 7, -4, -3

Pulled one by one from the list above, 6 records:
Every second line gives: hiPSC survival, MITF TRPM1 inh, TRAIL sens C8, NR2E3 ag-1, NR2E3 ag-2, EBV LMP1 NFkB, Peg3 promoter, KKLEB tox, HIF-2a block, CF NFkB block, Shn3 3UTR inh
- O=C(O)CCCCn1c(SCc2cc(=O)n3cc(Cl)ccc3n2)nc2ccsc2c1=O
  -0.8, 1, 4, 2, 0, 6, 24, -1, 16, -9, -15
- Cc1ccccc1C(=O)Nc1cccc(-c2ccc(N3CCOCC3)nn2)c1
  -0.6, -52, 38, -13, -2, -18, -279, 2, -212, -22, -72
- O=C(NC1CCCCCC1)C(=O)NC1CC1
  0.5, -4, 16, -33, 2, -10, -3, 6, -14, 0, -6
- CCCC(=O)c1ccc(OCc2cn(CC(=O)c3ccc(O)cc3)nn2)cc1
  8.7, 4, 18, -6, /, -20, -11, 11, -30, 4, 19
- CC12CCCCC1C(C(N)=O)C(=O)O2 (stereo not given)
  1.9, -8, -6, 1, /, -9, 4, 22, 7, -4, -3
- CN(C(=O)COC(=O)c1ccc(Cl)cc1N)C1CCCCC1
  0.0, -43, 1, -47, 0, -4, -185, 16, -224, -22, -29

Some of the compounds tested (hit frequency here may not be typical).
